# Source: PubChem (several laboratories)
# Yfh1-off respiration – mitochondrial function rescue without frataxin homolog – Friedreich's ataxia, plus single-dose screen, dose response (AID 1465). S. cerevisiae Yfh1-off respiration, WST-1 reduction, 72 h; higher fold induction means a stronger effect. 0.074% of 220,000 active. one-dose fold induction at 50 µM; EC50 in µM for titrated hits;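 active = fold induction of absorbance versus untreated yeast above a set limit, then at least 30% activation at any dose in follow-up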;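 also: activators that raise dye reduction in frataxin-depleted yeast; strong numbers were not always called active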
# bCat nuc transl – beta-catenin nuclear translocation modulation. 0.3% of 190,000 active. nuclear translocation activity, % at 5 µM. AID 1665. HeLa beta-catenin nuclear translocation, immunofluorescence imaging;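 active = nuclear translocation activity above 50% at 5 µM, with a well cell count of 50 or more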;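 also: per-cell ratio of nuclear to cytoplasmic median beta-catenin stain intensity; plate controls were DMSO negative control for no effect and GSK-3 inhibitor IX positive control for full effect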
#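 Signal – beta-catenin immunofluorescence imaging with DAPI · Test system – human HeLa cell line · Dosing – 5 µM primary single dose, 0.1% DMSO, 0.02–20 µM confirmation series · Measure – % activation, nuclear-to-cytoplasmic median beta-catenin signal ratio per cell · Incubation – 24 h compound exposure at 37°C, 5% CO2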
# Dynein cargo inh – blocks dynein driven cargo transport along microtubules; z-score, hits read low; 0.47% of 220,000 active; 3617.4 mouse cells, GR-EGFP nuclear translocation imaging; test concentration mostly 20 µM; stimulated with dexamethasone, 1 µM; hits give low values;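 active = plate z-score of nuclear minus cytoplasmic receptor signal below a set negative limit, without overly bright fluorescence or cell loss, cut at about -3.5 in these data, passing the limit was not always enough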;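 also: z-score of nuclear minus cytoplasmic ring GR-EGFP intensity difference per well; some compounds called inactive have numbers as strong as hits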
#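 Buffer or medium: tet-free medium with charcoal-stripped serum / Also added: dexamethasone agonist, 1.0 µM final, for 30 min / Timing: induction 48 h, compound 1 h, agonist 30 min / Measured by: high-content fluorescence imaging after fixation / Read-out: nuclear-to-cytoplasmic GR-EGFP distribution per well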
# human PMI inhibitors – human PMI inhibitors, high substrate, primary screen, biochemical, fluorescence intensity, high mannose 6-phosphate (AID 1220); 0.66% of 190,000 active; inhibition, % at 20 µM; hits with a dose series show IC50 in µM; recombinant PMI enzyme, coupled fluorescence intensity; higher % means a stronger effect
# WT yeast gro inh – growth inhibition of WT yeast, mitochondrial fusion screen. mitochondrial fusion phenotypic screen, WT strain. inhibition, % at 10 µM. 2.1% of 190,000 active; in the data active = inhibition above about 58%; tested in S. cerevisiae
# Insulin prom up – MIN6 insulin promoter up-regulation; MIN6 insulin promoter-GFP reporter, high-content imaging; hits give high values; z-score at 5 µM; 0.3% of 190,000 active; AID 1625;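 active = z-score above 3 at 5 µM with at least 500 cells counted in the well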
# Autophagy mod – autophagy modulation, high-content screen. MEF GFP-LC3 puncta imaging; test concentration mostly 10 µM. calls only at 10 µM (by protocol). 0.98% of 190,000 active;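 active = percentage of spot-positive cells more than 3 SD above its plate mean, without a fluorescence outlier flag or 80% toxicity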;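 also: spot-positive cell cutoff set from DMSO-treated cells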
# PMI inhibitors – inhibitors of human PMI, primary screen, biochemical, fluorescence intensity, coupled assay (AID 1209); purified PMI enzyme, coupled fluorescence intensity; higher % means a stronger effect; one-dose inhibition, % at 20 µM; IC50 in µM for titrated hits; 0.42% of 190,000 active;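 also: plate controls were DMSO vehicle for no effect and wells lacking substrate for full effect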
# MT stabilize HCS – microtubule stabilizers in HeLa cells; HeLa tubulin immunostaining HCS, 24 h; share of cells brighter than vehicle mean+2SD; % tubulin-high responders, % at 10 µM; 0.83% of 200,000 active; AID 2205;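 active = plate Z-score above 3 for both tubulin-high and condensed-nucleus cell shares, with cell loss under 80%, at 10 µM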;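 also: anti alpha tubulin signal scored within the nucleus-defined area of each cell; some results filed as inactive read as strong as hits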
# WT yeast gro inh mutant strain – also measured in WT yeast gro inh; calls as there; inhibition, %; mitochondrial fusion phenotypic screen, mutant strain inhibition
# Dynein cargo inh cytoplasmic EGFP – recorded beside Dynein cargo inh, whose call it bears; z-score; measured here: cytoplasmic GR-EGFP intensity; hits give high values
# Dynein cargo inh nuclear GR-EGFP – second read-out of Dynein cargo inh, no call of its own (marks repeat the call); z-score; measured here: nuclear GR-EGFP intensity;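 lower value marks the stronger effect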
# Dynein cargo inh cell count – further read-out of Dynein cargo inh, marked with its call; z-score; measured here: cell count per field
# Insulin prom up cell count – further read-out of Insulin prom up, marked with its call; cell count; measured here: cytotoxicity, nuclei count;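 total cells summed across four imaged fields per well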
# bCat nuc transl cell count 5 µM – recorded beside bCat nuc transl, whose call it bears; cell count; measured here: cell count, cytotoxicity flag
# MT stabilize HCS Hoechst-high % – also measured in MT stabilize HCS; calls as there; % Hoechst-high responders; measured here: nuclear condensation Hoechst responders;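 share of cells brighter than vehicle mean plus two SD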
# MT stabilize HCS cytotoxicity % – also measured in MT stabilize HCS; calls as there; toxicity, %; measured here: cytotoxicity by cell density;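 0% = mean cell density of plate MIN control wells and 100% = no cells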
# Autophagy mod cell loss 18 h – further read-out of Autophagy mod, marked with its call; toxicity, %; measured here: cell loss, nuclei count;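 cell loss after 18 h compound exposure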
# Active calls of the source: *; i = inactive; nt = not tested or not shown. Rule as the data show it, unless noted: active = inhibition above about 50%; inactive = the rest.
# A first look (two entries):
SMILES,Yfh1-off respiration,bCat nuc transl,bCat nuc transl cell count 5 µM,Dynein cargo inh,Dynein cargo inh cytoplasmic EGFP,Dynein cargo inh nuclear GR-EGFP,Dynein cargo inh cell count,human PMI inhibitors,WT yeast gro inh,WT yeast gro inh mutant strain,Insulin prom up,Insulin prom up cell count,Autophagy mod,Autophagy mod cell loss 18 h,PMI inhibitors,MT stabilize HCS,MT stabilize HCS Hoechst-high %,MT stabilize HCS cytotoxicity %
CCOCCCNC(=O)C1CCC(CNS(=O)(=O)c2cccc3nsnc23)CC1 (stereo unspecified),i,-1.0,1228,-0.013,-0.22,0.16,-0.083,-12%,4,-6,0.15,1207,i,22,-7%,2.4,1.3,2.4
Cn1ccnc1SC(=O)N1c2ccccc2Sc2ccccc21,i,-1.0,1036,0.33,-0.19,0.54,0.042,-5%,6,2,-1.2,1201,i,-3,6%,2.2,2.3,6.0

# All compounds of this part, from the start:
SMILES,Yfh1-off respiration,bCat nuc transl,bCat nuc transl cell count 5 µM,Dynein cargo inh,Dynein cargo inh cytoplasmic EGFP,Dynein cargo inh nuclear GR-EGFP,Dynein cargo inh cell count,human PMI inhibitors,WT yeast gro inh,WT yeast gro inh mutant strain,Insulin prom up,Insulin prom up cell count,Autophagy mod,Autophagy mod cell loss 18 h,PMI inhibitors,MT stabilize HCS,MT stabilize HCS Hoechst-high %,MT stabilize HCS cytotoxicity %
CCOCCCNC(=O)C1CCC(CNS(=O)(=O)c2cccc3nsnc23)CC1 (stereo unspecified),i,-1.0,1228,-0.013,-0.22,0.16,-0.083,-12%,4,-6,0.15,1207,i,22,-7%,2.4,1.3,2.4
Cn1ccnc1SC(=O)N1c2ccccc2Sc2ccccc21,i,-1.0,1036,0.33,-0.19,0.54,0.042,-5%,6,2,-1.2,1201,i,-3,6%,2.2,2.3,6.0
Cc1cc(NC(=O)CSc2nnc(Nc3ccccc3F)s2)no1,i,-0.9,1086,0.65,-0.31,0.83,-0.049,-4%,0,15,0.2,1359,i,9,-3%,2.7,2.7,6.4
COc1ccc(/C=C(/C#N)C(=O)Nc2cc(C)ccc2C)cc1C(=O)O,nt,-3.3,1442,-0.015,-0.076,-0.28,0.31,-8%,-16,-9,0.54,1269,i,16,-9%,2.8,1.1,6.1
Cc1ccc2nc(C)cc(C(=O)OCC(=O)Nc3c(C)n(C)n(-c4ccccc4)c3=O)c2c1,i,-2.6,1070,0.11,-0.33,0.27,0.17,8%,-19,4,-0.29,1274,i,2,1%,2.1,3.0,8.0
CC(C)[C@H](NC(N)=O)C(=O)Nc1ccc(Oc2ccccc2)cc1,i,0.5,1089,-0.33,-0.16,-0.014,-0.34,7%,-3,-5,-0.7,1327,i,6,15%,3.5,2.0,12
NC(=O)C1CCN(C(=O)c2ccc(-c3ccccc3)cc2)CC1,i,-2.2,1170,-0.33,0.76,0.13,0.13,-3%,10,-3,-0.89,982,i,-3,2%,1.7,1.2,15
Cc1nn(Cc2ccccc2)c(Cl)c1C(=O)OCC#N,i,-1.7,1130,0.014,-0.14,-0.097,0.5,8%,-7,-7,-0.41,1347,i,0,-5%,1.9,1.9,7.1
CN1CCN(C(=O)c2ccccc2N(Cc2ccccc2)S(C)(=O)=O)CC1,i,nt,nt,-0.45,-0.27,-0.26,0.27,7%,12,30,0.05,1254,i,-7,3%,3.6,2.3,5.5
Cc1ccc(NC(=O)CC2C(=O)NC3CCCCC3N2C(=O)c2ccc(F)cc2)cc1C (stereo unspecified),i,-0.9,914,-0.21,-0.19,-0.46,-0.92,-12%,12,3,0.56,1192,i,-4,0%,2.3,1.3,6.2
O=C1OCCN1C(=O)[C@H]1[C@H](c2ccc(F)cc2)C(c2ccc(F)cc2)=NN1c1ccc(Br)cc1,i,nt,nt,-0.37,-0.31,0.3,0.4,11%,46,16,-0.27,896,i,21,7%,4.7,1.6,1.7
Cc1ccnc(SCC(=O)c2ccc([N+](=O)[O-])cc2)n1,i,-1.1,1133,-0.032,-0.23,-0.18,0.047,-16%,9,9,0.27,1510,i,15,-11%,4.6,2.0,7.8
CC(=O)Nc1nnc(C)s1,i,-2.4,1236,-0.65,-0.29,-0.27,0.57,-11%,20,4,-0.13,1174,i,-3,-10%,5.4,2.8,5.1
CC1Cc2ccccc2N1C(=O)COC(=O)c1cccnc1Cl (stereo unspecified),i,nt,nt,-0.18,-0.24,-0.59,1,-2%,-11,76,nt,nt,i,-3,1%,2.3,1.6,1.1
On1c2c(c3c4nonc4ccc31)CCCC2,i,nt,nt,-0.018,0.16,0.46,-1.7,nt,74*,57*,nt,nt,i,-16,50%,4.8,1.9,6.3
CCOC(=O)CSc1nc(C)cc(C)c1C(N)=O,i,-0.5,1055,0.21,-0.17,0.22,0.04,-4%,3,5,0.21,1322,i,21,-6%,1.2,1.8,2.6
CCOc1ccc(Br)cc1S(=O)(=O)N1CCC(C(N)=O)CC1,i,0.3,1096,2.2,-0.18,0.48,-1.5,-1%,6,-2,0.16,1175,i,-3,-4%,3.1,1.2,1.0
COc1cccc(NC(=O)c2cc(OC)c(OC)c(OC)c2Br)c1,i,-0.1,1012,-0.43,-0.32,-0.55,0.66,-4%,-14,-23,-0.29,1334,i,10,1%,4.4,2.4,1.7
COc1ccc(S(=O)(=O)n2c(CCN3CCOCC3)nc3ccccc32)cc1,i,nt,nt,-0.2,-0.29,0.54,0.31,0%,3,2,1.5,1205,i,0,6%,3.9,2.9,13
O=C(NC1C=CS(=O)(=O)C1)c1sc2ccccc2c1Cl (stereo unspecified),i,2.7,1111,-0.93,0.13,-1,-0.58,-8%,-7,-25,3.9*,981*,i,8,-4%,7.8,4.4,0.6
COC(=O)c1cccc(NC(=O)c2cccnc2C(=O)O)c1C,i,-1.4,950,-0.37,-0.32,0.21,0.94,-8%,-10,-18,1.1,1416,i,10,-4%,2.6,1.7,7.9
Cc1ccc(N/C(N)=N/c2nc3c(c(=O)[nH]2)CCCC3)c(C)c1,i,9.6,1113,-0.29,0.11,0.034,0.26,10%,-23,-46,-0.34,1316,i,3,0%,20*,44*,35*
O=C(CSc1ncn[nH]1)N1c2ccccc2Sc2ccccc21,i,-1.1,1284,0.42,-0.25,0.84,-1.2,nt,nt,nt,-0.26,1065,nt,nt,nt,nt,nt,nt
COC(=O)C1(CCSC)NC(c2ccccc2OC)C2C(=O)N(C)C(=O)C21 (stereo unspecified),i,3.4,1166,-0.024,-0.26,0.25,0.17,1%,-3,-8,0.43,1215,i,4,7%,2.5,4.1,4.4
CC(C)C(=O)N(Cc1cc2ccccc2[nH]c1=O)C(C)(C)C,nt,-3.0,884,0.25,-0.27,0.0086,0.085,12%,7,16,nt,nt,i,-10,5%,4.5,4.4,8.8
Cc1nc2ccccc2c(=O)n1C1CCCCCC1,i,0.4,1131,-1.8,-0.32,-0.53,1,5%,8,-2,0.51,1273,i,8,-6%,3.8,3.3,15
COc1cccc(CNc2cc(CSc3ccc(Cl)cc3)nc(C)n2)c1,i,nt,nt,0.068,0.11,-0.17,0.39,6%,44,20,-0.8,992,i,-10,5%,0.8,2.0,5.5
CN(CC(=O)Nc1ccc(Cl)c(Cl)c1)C(=O)/C=C/c1ccc(F)cc1,i,-1.4,1225,-0.57,-0.25,-0.25,0.085,12%,7,2,0.48,1585,i,-4,19%,4.2,3.0,14
COC(=O)c1cn(CC(=O)NC2CCCCCC2)c2ccccc12,i,0.4,1076,0.5,0.15,0.042,0.21,4%,-7,-7,nt,nt,i,14,6%,2.7,2.0,3.6
COc1ccccc1-c1c(C(F)(F)F)oc2cc(OC(=O)c3ccccc3[N+](=O)[O-])ccc2c1=O,i,4.7,1362,-1.9,-0.011,-0.9,0.44,17%,19,3,1.8,1219,i,0,18%,1.2,1.2,3.1
Cc1c(Nc2ncnc3nc[nH]c23)c(=O)n(-c2ccccc2)n1C,i,1.8,1139,1.2,-0.15,0.74,-0.29,1%,-4,-16,-0.89,1459,i,28,-2%,2.3,1.3,3.6
C/C(=N\NC(=O)c1cc(-c2ccco2)nc2ccccc12)c1cccnc1,i,-0.4,1028,-0.8,-0.3,-0.1,0.87,-12%,-7,6,0.01,1308,i,4,-27%,3.6,2.3,3.7
COc1cc(OC)cc(C(=O)Nn2cnnc2)c1,i,0.1,1281,-0.55,-0.11,0.17,0.25,nt,nt,nt,0.24,1063,nt,nt,nt,nt,nt,nt
CSc1ncccc1C(=O)OCc1ccc([N+](=O)[O-])cc1,i,1.3,1098,-1.1,-0.3,-0.21,0.93,5%,2,15,-0.26,1258,i,2,0%,4.1,2.5,4.6
C[C@@H]1CN(C(=O)c2nc3ccc(Cl)cn3c2CN[C@H]2CCCCNC2=O)C[C@H](C)O1,i,0.7,927,-0.75,-0.19,-0.52,-0.19,6%,-4,-5,nt,nt,i,20,4%,2.0,1.9,6.5
Cc1cc(C)c2[nH]c(=O)c(CN(Cc3cccnc3)C(=S)NCCCN(C)C)cc2c1,i,0.5,1019,-0.52,-0.16,-0.023,0.89,-3%,-21,-12,0.21,1512,i,13,0%,1.4,1.0,8.5
O=C(N/N=C/c1cc([N+](=O)[O-])cc([N+](=O)[O-])c1O)/C(=C\c1cccs1)NC(=O)c1ccccc1,i,-1.5,1088,-0.28,-0.21,-0.13,-0.36,-2%,-1,17,0.17,1617,i,-4,7%,2.7,2.7,11
O=C(OCc1nnc(-c2ccccc2)o1)c1cc([N+](=O)[O-])ccc1Cl,i,-2.7,1081,-0.0017,-0.18,0.47,-1,7%,-14,7,-0.08,1252,i,-4,-4%,1.8,4.4,9.0
Cc1nc(Cl)c(S(N)(=O)=O)c(C)c1Cl,i,0.2,1107,-0.8,-0.19,-0.48,0.21,-6%,-2,-8,0.07,1228,i,-4,-8%,3.8,1.7,2.6
